SIRT5 block: SIRT5 desuccinylase inhibitors, primary screen, biochemical, fluorescence imaging, single point, set 5; hit rate 1.1% among 330,000; AID 652115, 2013; inhibition, % at 15 µM; Purified SirT5, succinyl-peptide AMC, trypsin-coupled fluorescence; in the data active means inhibition above about 15%
Target sequence (Q9NXA8 whole entry, looked up): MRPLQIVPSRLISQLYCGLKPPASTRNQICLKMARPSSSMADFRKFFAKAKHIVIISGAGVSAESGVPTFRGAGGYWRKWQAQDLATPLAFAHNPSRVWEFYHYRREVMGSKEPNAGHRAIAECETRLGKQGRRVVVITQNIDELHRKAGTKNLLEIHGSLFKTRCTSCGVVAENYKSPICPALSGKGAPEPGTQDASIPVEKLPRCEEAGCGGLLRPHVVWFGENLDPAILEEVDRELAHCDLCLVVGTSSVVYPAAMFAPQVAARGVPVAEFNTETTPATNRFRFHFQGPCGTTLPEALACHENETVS
C2C12 statin: suppressors of statin myotoxicity in C2C12 myotubes, primary screen, cell-based, single point, plate reader. C2C12 myotubes + simvastatin, ATP luminescence, 48 h; scaled: DMSO 0, geranylgeraniol control 100. rescue of ATP level, % at 7.49 µM. hit rate 0.78% among 330,000. AID 602340, 2012;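 active means mean ATP rescue above about 67%, or every replicate alone reaching that limit, limit read from the data, passing the limit was not always enough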;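 further: myotubes were challenged with 10 µM simvastatin during compound exposure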
Cneo AK release: Cryptococcus neoformans cell lysis inducers, primary screen, AK release luminescence, single concentration; C. neoformans lysis, adenylate kinase release luminescence, 4 h; normalised: neutral wells 0, clomiphene wells 100; lysis activity, % at 15 µM; hit rate 0.2% among 360,000;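 active means mean lysis activity across replicates of at least 80%, whatever share of replicates individually reach that level; inactive means mean lysis activity below 80%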
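Signal: Adenylate kinase release luminescence | Assay system: Log-phase Cryptococcus neoformans yeast cells | Input: Cells at 5 × 10^6 per mL | Buffer or medium: Fresh YPD growth medium | Compound: Single dose | Schedule: Static 4 h at 37 °C with compound, 1 h detection | Controls: Clomiphene | Read-out: Luminescence rise reflecting yeast cell lysis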
esBAF inh: Bmi1 luciferase reporter increase in mESCs, primary screen, esBAF inhibitor project, mouse ES cells, Bmi1 luciferase knock-in, single point; 24 h; 100% = twice the neutral-well signal; reporter increase, % at 12.5 µM; hit rate 2% among 350,000; AID 602393, 2012; in the data active means activation above about 40%;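 further: 0% = median of the plate's neutral control wells and 100% = double that signal; a rise in the Bmi1 reporter signal indicates esBAF inhibition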
ERp5 inh: inhibitors of ERp5-driven insulin aggregation, primary screen, biochemical, turbidity, absorbance 650 nm, single point; Protein disulfide-isomerase A6 (Homo sapiens), Q15084; 90 min; inhibition, % at 9.99 µM; hit rate 0.05% among 350,000; AID 651711, 2012;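 active means mean replicate inhibition above about 25%, with every replicate also reaching it, limit read from the data, passing the limit was not always enough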
Target sequence (Q15084 whole entry, looked up): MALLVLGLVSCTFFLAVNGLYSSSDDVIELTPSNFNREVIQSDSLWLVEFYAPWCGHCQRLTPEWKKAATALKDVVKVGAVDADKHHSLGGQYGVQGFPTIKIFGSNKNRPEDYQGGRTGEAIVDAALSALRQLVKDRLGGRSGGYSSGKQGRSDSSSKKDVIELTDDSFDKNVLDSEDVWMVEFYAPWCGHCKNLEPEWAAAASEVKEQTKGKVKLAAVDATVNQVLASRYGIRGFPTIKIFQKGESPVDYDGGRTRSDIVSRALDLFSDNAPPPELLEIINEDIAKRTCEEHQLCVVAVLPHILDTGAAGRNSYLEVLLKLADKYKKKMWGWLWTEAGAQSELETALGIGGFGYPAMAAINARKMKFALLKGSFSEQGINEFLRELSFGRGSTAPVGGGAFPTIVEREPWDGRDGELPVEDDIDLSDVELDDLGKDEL
ARNT TACC3 PPI: disruptors of ARNT/TACC3 protein interaction, primary screen, biochemical, AlphaScreen, single concentration. Transforming acidic coiled-coil-containing protein 3 (Homo sapiens), Q9Y6A5. hit rate 0.66% among 390,000. inhibition, % at 9.99 µM. AlphaScreen His-ARNT PAS-B/GST-TACC3 binding, luminescence; TACC3 fragment carries E629A point mutation;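 active means mean inhibition of replicates at least 50% and at least half of replicates each reaching 50%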;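 further: 0% = complete ARNT plus TACC3 wells and 100% = ARNT alone without TACC3; many hits fall short of the cut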
miR-122 sensor: miR-122 Renilla sensor signal increase in Huh7, primary screen, miR-122 inhibitor project, cell-based, single point, plate reader | Huh7 miR-122 Renilla luciferase sensor, 48 h; neutral wells = 0, positive control = 100 | activation (reporter increase), % at 12.5 µM | hit rate 0.3% among 340,000 | AID 602342, 2012;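 active means mean replicate activation score at least 90 and every replicate individually at or above 90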;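 further: higher luciferase means less miR-122 activity so hits act as miR-122 inhibitors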
Starred values were filed as active, the others as inactive; . = no result given; [ ] = dose if it differs, or a comment.

SMILES	SIRT5 block	C2C12 statin	Cneo AK release	esBAF inh	ERp5 inh	ARNT TACC3 PPI	miR-122 sensor
CCOc1ccc(NC(=O)CN2CCN(CC(=O)Nc3ccc(OC)cc3OC)CC2)cc1	-2	7	2	-1	2	-8	-5
CCN(CC)Cc1c(C(=O)N/N=C/c2ccc(OCc3ccccc3C)cc2)nnn1-c1nonc1N	4	-7	1	29	4	0	1
COc1ccc(-c2nc(CS(=O)(=O)CC(=O)NCCCN3CCOCC3)c(C)o2)cc1	-4	5	-3	-7	10	-8	-1
CC=Cc1ccc2n(c1=O)C[C@@H]1[C@@H](CO)[C@H](C(=O)NCCC)[C@H]2N1CC1CCOCC1 (mixture of isomers)	-1	10	1	0	.	.	17[16.7 µM]
CCOc1ccccc1C(=O)N(Cc1cccs1)C1CCS(=O)(=O)C1 (stereo unspecified)	.	.	-1	.	.	-3	-1
CCOc1cc(/C=N/NC(=O)c2cc(-c3cccnc3)nc3ccccc23)ccc1O	11	3	-1	8	5	-7	8
CCOC(=O)N1CCN(S(=O)(=O)c2ccc(NC(C)=O)cc2)CC1	0	-7	4	-4	5	-5	.
COc1ccc(-c2cc3c(=O)n(CC(=O)NC4CCN(Cc5ccccc5)CC4)ncn3n2)cc1	.	.	5	6	.	-6	-2
Cc1cc(C)c2nc(-c3ccccn3)cc(C(=O)Nc3cc(C)on3)c2c1	.	.	1	.	.	-8	-1
COc1cccc(C(=O)N2N=C(c3cccc(OC)c3)CC2(O)C(F)(F)F)c1 (stereo unspecified)	.	-19	0	-1	.	4	3
COc1ccc(CCNc2nc(-c3ccc(F)cc3)c(CC(=O)O)s2)cc1OC	3	3	1	-2	1	5	3
CCOc1ccc(CNC(=O)CCS(=O)(=O)c2ccc3c(c2)NC(=O)CO3)cc1OC	-2	3	0	-5	.	-3	-8
CCC(=O)NC[C@H]1[C@@H](c2ccccc2)[C@H](CO)N1C(=O)C1CC1	1	0	-2	-1	2	-7	-7[16.7 µM]
OCCC1CN(C2CSCCSC2)CCN1Cc1ccccc1 (stereo unspecified)	1	-3	-1	-5	4	1	-6
C[C@H](CO)N1C[C@H](C)[C@H](CN(C)C(=O)c2cccc(F)c2)Oc2ncc(-c3cncnc3)cc2C1=O	-5	35	-5	4	-5	1	0[16.7 µM]
COCC(=O)/C=C1\Sc2ccccc2N1C	4	24	-2	4	6	6	-5
CC(C)(C)c1ccc(C(=O)N2CCC2(C)C(=O)NS(=O)(=O)c2ccccc2Cl)cc1 (stereo unspecified)	.	-7	-3	-3	2	.	.
COc1cccc(-c2ccc([C@H]3[C@H]4CN(C(=O)c5ccc(F)cc5)CCCCN4[C@H]3CO)cc2)c1	3	50	1	-7	-1	5	9[16.7 µM]
Cc1noc(C)c1NC(=O)N(C)C[C@@H]1Oc2c(NC(=O)C3CCOCC3)cccc2C(=O)N([C@@H](C)CO)C[C@@H]1C	-3	-17	4	-7	0	-9	-16[16.7 µM]
CCOC(=O)C1=C(C)N=c2s/c(=C/c3ccc(OCC(=O)O)cc3)c(=O)n2C1c1ccc(OC)cc1OC (stereo unspecified)	3	6	1	-3	3	10	-1
Cc1c(NS(=O)(=O)c2ccc(Br)s2)c(=O)n(-c2ccccc2)n1C	.	11	9	1	.	3	-3
COc1ccc(Cl)cc1NC(=O)COC(=O)c1ccc(C)o1	-3	0	-1	-7	-1	-10	-7
COc1ccc(OCCCC(=O)N(CCC2=CCCCC2)c2c(N)n(Cc3ccccc3)c(=O)[nH]c2=O)cc1	-1	-79	.	-4	0	-1	.
Cc1nnc2sc(-c3ccc(NC(=O)CSc4ccc(Cl)cc4)cc3)nn12	.	2	-4	11	.	-2	11
COCC(=O)N(C)C[C@H]1Oc2cc(C#CCN(C)C)ccc2S(=O)(=O)N([C@@H](C)CO)C[C@@H]1C	-2	-5	-6	6	1	-3	-2[16.7 µM]
Additional structures follow.
SMILES	SIRT5 block	C2C12 statin	Cneo AK release	esBAF inh	ERp5 inh	ARNT TACC3 PPI	miR-122 sensor
O=C(NCc1nnc(SCc2ccccc2)n1-c1ccc(F)cc1)C12CC3CC(CC(C3)C1)C2	-3	.	4	.	4	-21	-2
CC(C)c1ccc(CNC(=O)C2(C)CCCN2C)cc1 (stereo unspecified)	.	0	1	-5	2	.	1
COc1ccc(NC(=O)CN(c2cc(C)cc(C)c2)S(=O)(=O)c2c(C)n[nH]c2C)cc1	.	17	-1	3	2	-9	-2
COc1ccccc1CNCc1cc(=O)oc2c(C)c(C)ccc12	1	5	-14	0	2	0	.
O=C(NNc1nc2ccccc2s1)Nc1ccccc1	-2	.	.	.	1	7	.
CCN(CC)S(=O)(=O)c1cccc(-c2n[nH]c(=S)n2Cc2ccccc2)c1	0	.	.	.	1	-3	31
CN(C)c1ccc(Sc2ccc3nc(N)nc(N)c3c2)cc1	3	-7	-5	-30	3	.	.
COc1cccc(C(=O)c2c[nH]c(C(=O)NCc3cccs3)c2)c1	.	0	3	38	.	.	10
CN(C(=O)COC(=O)c1cc(=O)[nH]c2ccccc12)c1c(N)n(Cc2ccccc2)c(=O)[nH]c1=O	6	6	1	.	-5	-1	-1
Cc1cc(C(=O)Nc2cccc3c2O[C@H](CN(C)C(=O)NC2CCCCC2)[C@@H](C)CN([C@H](C)CO)C3=O)n(C)n1	1	10	4	-7	2	2	4[16.7 µM]
CCc1ccc(CCC(=O)Nc2nc(CC(C)=O)ns2)o1	.	-11	-9	-7	.	-4	-5
CCCC#Cc1ccc([C@H]2[C@@H](C#N)N(C(=O)CN3CCOCC3)[C@@H]2CO)cc1	1	-12	-3	-1	2	-4	.
COc1ccc(NC(=O)Cn2nnc(-c3ccccc3NS(=O)(=O)c3ccccc3)n2)cc1	.	.	-1	.	.	-9	1
COc1ccc(S(=O)(=O)N(C)C[C@@H]2Oc3c(NC(=O)Nc4ccc(C(F)(F)F)cc4)cccc3C(=O)N([C@@H](C)CO)C[C@H]2C)cc1	4	-26	-1	0	-4	.	-4[16.7 µM]
Cn1cnnc1SCC(=O)NC1CCCC1	1	.	1	.	-2	-9	-3
CC(C)Oc1cccc(C(=O)C2CCCN(C(=O)c3cncs3)C2)c1 (stereo unspecified)	-3	-19	0	3	.	-33	-3
C[C@H]1CN([C@@H](C)CO)S(=O)(=O)c2ccc(C3=CCCCC3)cc2O[C@@H]1CN(C)C(=O)c1ccccc1	6	-59	54	-1	13	3	18[16.7 µM]
COc1cccc(OC)c1C(=O)Nc1cccc(-n2cnnn2)c1	-1	-9	-1	-6	3	-2	11
CC1CCCCC1NC(=O)c1nn(C)c2c1CS(=O)(=O)c1ccccc1-2 (stereo unspecified)	1	-15	0	5	1	-4	5
CCC(C)NC(=O)Cn1cnc2sc(C)c(S(=O)(=O)N3CCCCC3)c2c1=O (stereo unspecified)	-1	9	2	-9	4	-8	-4
O=C(CCN1CCN(c2ccc(Cl)cc2)CC1)Nc1ccccc1F	.	32	3	0	.	5	4
Cc1ccc(S(=O)(=O)N2CCN(C)CC2)cc1C(=O)NC1CCCCC1	-4	0	5	0	-3	-11	.
C[C@@H]1CCCCO[C@@H](CN(C)CC2CCCCC2)[C@@H](C)CN([C@H](C)CO)C(=O)c2cc(N(C)C)ccc2O1	3	-14	0	4	-4	-3	-1[16.7 µM]
CCOCCCn1c(=NC(=O)c2cccs2)c(C#N)cc2c(=O)n3ccccc3nc21	-12	.	3	.	2	0	-6
Cc1cc(Cn2ccnc2)c(C)c([N+](=O)[O-])c1Cn1ccnc1	-3	-4	-3	-1	1	5	.

An excerpt of these results, bar-delimited.
Compound | SIRT5 block | C2C12 statin | Cneo AK release | esBAF inh | ERp5 inh | ARNT TACC3 PPI | miR-122 sensor
CC1CCCCC1NC(=O)c1nn(C)c2c1CS(=O)(=O)c1ccccc1-2 (stereo unspecified) | 1 | -15 | 0 | 5 | 1 | -4 | 5
CCC(C)NC(=O)Cn1cnc2sc(C)c(S(=O)(=O)N3CCCCC3)c2c1=O (stereo unspecified) | -1 | 9 | 2 | -9 | 4 | -8 | -4
O=C(CCN1CCN(c2ccc(Cl)cc2)CC1)Nc1ccccc1F | . | 32 | 3 | 0 | . | 5 | 4
Cc1ccc(S(=O)(=O)N2CCN(C)CC2)cc1C(=O)NC1CCCCC1 | -4 | 0 | 5 | 0 | -3 | -11 | .
C[C@@H]1CCCCO[C@@H](CN(C)CC2CCCCC2)[C@@H](C)CN([C@H](C)CO)C(=O)c2cc(N(C)C)ccc2O1 | 3 | -14 | 0 | 4 | -4 | -3 | -1[16.7 µM]

(more compounds)
SMILES	SIRT5 block	C2C12 statin	Cneo AK release	esBAF inh	ERp5 inh	ARNT TACC3 PPI	miR-122 sensor
CCN(CC)S(=O)(=O)c1ccc(N2CCN(S(=O)(=O)c3ccccc3C#N)CC2)nc1	.	-4	1	8	.	7	-1
Cc1c(Cl)cccc1NC(=O)CC(Cc1ccccc1)C(=O)O (stereo unspecified)	4	7	7	4	0	-6	5
O=C(CCc1c[nH]c2ccccc12)Nc1ncccc1O	-2	1	1	8	-2	21	-3
O=[N+]([O-])c1cccnc1N1CCN(c2ccc(F)cc2)CC1	-2	.	.	.	2	15	.
CCOC(=O)c1ccccc1NS(=O)(=O)c1cnn(CC)c1C	-5	-3	-1	-2	2	-7	-6
NS(=O)(=O)c1ccc(CNC(=S)NC2CCCC2)cc1	0	.	.	.	-5	-16	.
Cc1ccc(-c2ccc(=O)n(CC(=O)NCc3ccc(F)cc3)n2)cc1	0	.	0	.	2	1	-14
N#CC(NC(=O)OCc1ccccc1)c1ccccc1 (stereo unspecified)	-3	-29	-5	9	2	-7	.
COC(=O)CSc1nc(NC(C)=O)nc(C)c1Br	.	-2	8	-9	.	-6	-1
Cc1[nH][nH]c(=O)c1C(c1ccc(-c2ccc(Cl)c(Cl)c2)o1)c1c(C)[nH][nH]c1=O	.	9	-1	-13	.	61*	2
CCC(=O)N1C[C@H]2[C@@H](c3ccccc31)[C@H](CO)N2Cc1ccccc1F	-1	0	-3	-1	7	-4	-8[16.7 µM]
O=C(Nc1ccccc1N1CCCC1)c1ccc([N+](=O)[O-])o1	8	25	-2	0	3	5	13
c1ccc(-c2cc(-c3ccncc3)nc3ccc4ccccc4c23)cc1	-5	7	.	7	-3	2	-5
COc1cccc(NC(=O)N2CC[C@@H]3[C@@H](CO)N(C)c4ccc(-c5cccc(F)c5)cc4[C@@H]32)c1	.	10	-11	-4	.	29	3[16.7 µM]
O=C(CC1C(=O)NCCN1CC1CCCCC1)NCc1ccc(Cl)cc1 (stereo unspecified)	-5	.	.	.	-5	31	.
Cc1cc(C)cc(NC(=O)Nc2ccc3c(c2)C(=O)N(C)[C@@H]2CC[C@H](CC(=O)O)O[C@@H]2CO3)c1	.	-9	2	0	.	0	-33[16.7 µM]
CCSc1ccccc1C(=O)NCc1cccnc1	-1	1	3	-6	3	-3	0
C[C@H]1CN([C@@H](C)CO)C(=O)c2cccc(NC(=O)c3nc4ccccc4s3)c2O[C@H]1CN(C)S(=O)(=O)c1ccccc1	5	7	1	5	2	11	-6[16.7 µM]
COc1cccc(-c2ccc3nnc(SCC(=O)N4CCCC4)n3n2)c1	-7	-10	.	-6	2	-3	-9
CCc1ccc(NC(=O)C2C3CCC(O3)C2C(=O)O)cc1 (stereo unspecified)	2	-2	0	24	1	-4	-12
NC(=O)c1ccc(NC(=O)COC(=O)c2ccc(Cl)nc2)cc1	0	-2	0	-1	0	-2	9
O=C(NC(=S)Nc1ccc(Oc2ccccc2)cc1)c1ccc(Cl)cc1	.	37	2	11	.	-18	2
Cc1ccc(S(=O)(=O)Cn2nnnc2C(c2ccccn2)N2CCN(c3ccccc3)CC2)cc1 (stereo unspecified)	.	-12	-1	2	.	5	0
